Assay outcomes deposited in PubChem BioAssay by several laboratories.
MEX-5 binding – C. elegans MEX-5 TCR-2 RNA binding activity; Q9XUB2; MEX-5/FITC-TCR2 RNA binding, fluorescence polarization; stronger effect = lower value; activity score (negative = inhibition of binding), % at 10 µM; 300,000 tested, 0.38% active;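 active = inhibition past about -25% in most replicates, and total fluorescence under double the plate's negative control median, limit read from the data; inconclusive = replicates evenly split on the limit, or fluorescence at least double controls; inactive = too little inhibition in most replicates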;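 also: 0% = DMSO and -100% = 5 µM competing unlabeled TCR2 RNA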
VLA-4 inh – inhibition in a human VLA-4 binding assay; P13612; inhibition, % (about 7 µM as worked out from the volumes in the protocol); VLA-4 expressing cells, ligand binding flow cytometry; AID 2557; 330,000 tested, 0.2% active; in the data active = inhibition above about 50%
Target sequence (P13612 whole entry, looked up): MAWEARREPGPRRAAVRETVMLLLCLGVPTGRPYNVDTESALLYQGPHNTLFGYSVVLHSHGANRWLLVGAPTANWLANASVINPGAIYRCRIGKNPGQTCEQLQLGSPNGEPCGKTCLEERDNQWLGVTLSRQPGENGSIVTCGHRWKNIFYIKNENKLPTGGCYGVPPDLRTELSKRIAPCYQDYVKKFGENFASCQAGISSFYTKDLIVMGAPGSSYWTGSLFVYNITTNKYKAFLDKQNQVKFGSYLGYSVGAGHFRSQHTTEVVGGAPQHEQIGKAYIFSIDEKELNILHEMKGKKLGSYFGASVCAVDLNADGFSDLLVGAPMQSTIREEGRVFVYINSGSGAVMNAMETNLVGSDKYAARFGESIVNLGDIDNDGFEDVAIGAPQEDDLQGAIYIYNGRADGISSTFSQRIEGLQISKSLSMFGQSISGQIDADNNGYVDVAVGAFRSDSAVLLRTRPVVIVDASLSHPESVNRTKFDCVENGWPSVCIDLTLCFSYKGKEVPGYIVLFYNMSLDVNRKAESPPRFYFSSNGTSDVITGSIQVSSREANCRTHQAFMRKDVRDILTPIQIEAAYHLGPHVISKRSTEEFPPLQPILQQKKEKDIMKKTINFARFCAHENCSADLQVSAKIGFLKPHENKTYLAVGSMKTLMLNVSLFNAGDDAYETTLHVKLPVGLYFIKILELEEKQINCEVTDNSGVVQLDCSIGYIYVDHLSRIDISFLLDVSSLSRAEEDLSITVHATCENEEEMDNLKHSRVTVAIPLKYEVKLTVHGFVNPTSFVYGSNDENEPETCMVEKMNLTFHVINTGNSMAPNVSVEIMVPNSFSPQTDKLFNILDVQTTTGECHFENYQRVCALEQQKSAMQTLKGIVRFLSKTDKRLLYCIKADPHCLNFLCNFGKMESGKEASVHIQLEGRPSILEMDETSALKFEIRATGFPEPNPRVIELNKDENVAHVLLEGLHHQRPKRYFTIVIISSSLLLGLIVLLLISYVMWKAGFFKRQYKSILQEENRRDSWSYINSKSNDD
Fam108B inh – Fam108B inhibition, counter-screen for RBBP9 inhibitors; inhibition, % at 9.51 µM; 300,000 tested, 0.33% active; AID 1947; recombinant Fam108B, FP-Rh probe fluorescence polarization;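 active = inhibition above the screen mean inhibition plus 3 SD, computed separately per campaign, cut at about 18% in these data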;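 also: inhibitors lower polarization as less probe binds the enzyme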
MCL1-BIM inh – MCL1-BIM-BH3 interaction inhibition (human). Q07820. GST-MCL1 / FITC-Bim-BH3 fluorescence polarization. inhibition, % at 10.9 µM. 320,000 tested, 0.68% active. AID 2057;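 active = inhibition above the mean inhibition of all tested compounds plus 3 SD, set per campaign, cut at about 40% in these data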;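 also: 0% = DMSO wells and 100% = unlabeled Bim-BH3 peptide control; higher means more loss of mP so more displacement of Bim peptide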
GLD-1 TGE inh – GLD-1-TGE RNA interaction inhibition (C. elegans); Q17339; purified GLD-1 + fluorescein TGE RNA, fluorescence polarization; inhibition, % at 5.96 µM; 320,000 tested, 0.44% active; AID 2280;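 active = percent inhibition above a per-plate cutoff, the plate mean of test compounds plus 3 SD, cut at about 30% in these data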;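 also: 0% = DMSO wells with GLD-1 and probe and 100% = wells lacking GLD-1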
CIT2 TOR yeast – alters CIT2-GFP fluorescence in TOR pathway yeast screen; S. cerevisiae CIT2-GFP strain, flow cytometry, 3 h; 100 means same as DMSO wells; GFP response vs DMSO, % at 10 µM; 320,000 tested, 0.065% active; AID 2029;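 active = GFP response relative to DMSO above a set limit, near the screen mean plus 3 SD, cut at about 150% in these data; inconclusive = Fewer than 70 cells measured for a yeast strain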;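 also: ratio of well median GFP fluorescence to mean of DMSO wells on the plate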
AGP1-GFP MLPCN – alters AGP1-GFP fluorescence in TOR pathway yeast screen. S. cerevisiae AGP1-GFP multiplex flow cytometry, 3 h; GFP as percent of DMSO wells. GFP response vs DMSO, % at 10 µM. 320,000 tested, 0.02% active. AID 2066;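 active = GFP response relative to DMSO above a set limit, near screen average plus 3 SD, cut at about 150% in these data; inconclusive = fewer than 70 cells counted for the yeast strain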;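 also: median GFP channel fluorescence of the gated AGP1 strain per well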
GRK2 aptamer HTS – human GRK2 inhibition via aptamer displacement. P25098. bead flow cytometry, FAM-aptamer displacement from GRK2. inhibition of aptamer binding, % at 10 µM. 330,000 tested, 0.59% active. AID 488847;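 active = inhibition of aptamer binding above 40%, roughly 3 SD of noise, on plates passing a quality check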;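 also: median bead fluorescence of bound FAM aptamer so fluorescent compounds give negative values; no value below 0 was filed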
BCLXL inh – blocks human Bcl-xL binding to Bim BH3 peptide; Q07817; 320,000 tested, 0.7% active; GST-Bcl-xL / FITC-Bim BH3 peptide fluorescence polarization; inhibition, % at 10.9 µM;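 active = inhibition above the mean of all tested compounds plus 3 SD, cutoff set per campaign, cut at about 30% in these data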;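 also: 0% = DMSO wells and 100% = unlabeled Bim-BH3 peptide competitor; inhibitors lower millipolarization by displacing the labeled peptide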
An asterisk follows results filed as active; ? = inconclusive; / = not tested or not shown.

SMILES	MEX-5 binding	VLA-4 inh	Fam108B inh	MCL1-BIM inh	GLD-1 TGE inh	CIT2 TOR yeast	AGP1-GFP MLPCN	GRK2 aptamer HTS	BCLXL inh
O=C(CSc1nc(N2CCCCC2)nc(N2CCCCC2)n1)c1ccccc1	-3.3	2.9	-12.3	-6.8	-0.5	70.4	84.3	0.0	-0.9
Cc1c(C(=O)CN2CCOCC2)[nH]c2ccccc12	-2.8	9.4	-0.3	5.7	4.1	94.7	99.1	0.0	10.2
CCOc1cc(N2CCOCC2)c(OCC)cc1NC(=O)c1c(-c2ccccc2Cl)noc1C	3.4	12.0	2.1	3.8	4.0	99.9	101.3	3.0	5.5
COc1ccccc1NC(=O)c1ccc(CN(c2cc(Cl)ccc2C)S(=O)(=O)c2ccccc2)cc1	1.7	-6.5	-1.6	-4.0	5.3	104.2	102.4	2.0	3.7
COc1ccc(OCc2nnc(SCC(=O)N3C(C)CCCC3C)o2)cc1 (centres undefined)	-2.2	-0.3	1.7	-2.6	-4.7	102.1	97.1	0.0	3.0
N#C/C(=C(/O)CN1CCOCC1)c1nc2ccccc2s1	-0.6	10.8	-1.6	5.7	-0.5	104.1	97.8	0.0	6.4
Fc1ccc(C[n+]2csc3ccccc32)cc1	0.1	0.7	1.3	18.0	8.2	87.3	100.4	4.0	9.9
Cc1cc(OCC(=O)OCC(=O)N2CCc3ccccc3C2)ccc1Cl	/	3.6	/	4.0	5.5	99.5	104.5	1.0	4.9
COc1ccc(NC(=O)C2CCCN2c2ccc(OC)c(OC)c2)cc1OC (centres undefined)	-5.0	5.2	-4.0	-1.1	14.8	93.9	97.9	3.0	10.5
COCCCNC(=O)c1ccc(Cn2c(=O)c3ccccc3n(Cc3ccc(C)cc3)c2=O)cc1	-1.1	4.8	1.9	6.1	6.7	107.4	111.0	1.0	8.7
CCCS(=O)(=O)c1c(S(=O)(=O)CCC)c2c3ccccc3ccn2c1C(N)=O	0.5	5.7	-0.3	4.1	1.2	94.0	101.2	3.0	2.6
Cc1ccc(S(=O)(=O)N2CCC(Oc3cccc(C(F)(F)F)c3)CC2)cc1	-1.4	-20.7	1.8	3.8	9.5	82.9	82.0	1.0	4.5
COc1cccc(-n2c(=O)c3cc(OC)c(OC)cc3n(CC(=O)Nc3cc(C)[nH]n3)c2=O)c1	-0.4	-4.4	0.2	-3.8	-1.4	99.8	97.0	0.0	2.0
Cc1ccc2cccc(OCC(=O)Nc3ccc(N4CCOCC4)cc3)c2n1	-3.4	-6.4	-4.0	-3.2	0.4	99.8	100.2	1.0	-2.9
Cc1cc(C)c(OCCCCCNCCO)c(C)c1	1.4	28.0	1.2	5.8	3.6	107.0	115.0	0.0	3.0
COc1ccc(CCN2C(=O)C3C4C=CC(C3C2=O)C2C(=O)N(CCc3ccc(OC)c(OC)c3)C(=O)C42)cc1OC (centres undefined)	1.2	13.2	2.4	2.3	5.8	96.1	94.8	0.0	3.6
CCOC(=O)C1=C(c2ccccc2)OC(N)=C(C#N)C1C(C)C (centres undefined)	-1.6	1.8	-1.5	-1.0	1.5	90.9	90.8	0.0	4.4
O=C(CSc1n[nH]c(-c2ccco2)n1)Nc1ccccc1Cl	-0.1	7.9	-2.2	-10.2	2.3	91.0	86.9	0.0	-2.8
O=C(COc1ccc(Cl)cc1)N1CCN(c2ccc([N+](=O)[O-])c(N3CCOCC3)c2)CC1	0.5	16.4	3.1	5.4	-5.0	98.7	102.3	0.0	-1.7
O=C(Nc1nncs1)c1ccc(N2C(=O)C3C4C=CC(C4)C3C2=O)cc1 (centres undefined)	-0.4	-12.8	10.1	9.1	-9.4	110.8	101.9	2.0	-0.8
c1ccc(CSc2nnc(-c3ccncc3)o2)cc1	-0.2	10.2	-7.3	-0.5	6.3	105.0	102.7	0.0	-1.6
C/C(O)=c1/ccc2cccc3nc(C)nc1c23	-41.3*	-116.6	0.5	61.2*	22.0	103.7	92.6	4.0	70.9*
CSC1=C(C#N)C(c2cccc(Br)c2)CC(=O)N1 (centres undefined)	-0.7	-12.9	-6.0	7.8	1.2	113.7	112.1	4.0	-1.8
COCC1CCN(Cc2nc(-c3ccc4c(c3)OCO4)no2)C1 (centres undefined)	/	4.2	0.0	0.9	7.9	?	?	1.0	5.2
Cc1cccc(Cc2nnc(NC(=O)c3cccc(S(=O)(=O)N4CCOCC4)c3)s2)c1	0.4	-4.4	0.1	-0.7	4.6	91.9	88.1	1.0	3.8
SMILES	MEX-5 binding	VLA-4 inh	Fam108B inh	MCL1-BIM inh	GLD-1 TGE inh	CIT2 TOR yeast	AGP1-GFP MLPCN	GRK2 aptamer HTS	BCLXL inh
Cn1ccc(C(=O)NC(=S)N2CCSCC2)n1	-0.8	-2.7	2.0	13.3	-0.1	113.4	110.8	0.0	4.7
O=C(NCCc1cn2ccccc2n1)c1cc(COc2ccc3ncccc3c2)on1	-0.9	12.1	1.3	-1.6	3.5	116.2	107.1	4.0	6.7
CN(c1ccccc1)S(=O)(=O)c1ccc(C(=O)Nc2nnc(-c3ccco3)o2)cc1	2.4	-2.3	8.2	-0.1	-2.6	98.8	95.0	2.0	2.2
O=C(c1ccc(Cl)c([N+](=O)[O-])c1)N(Cc1ccc(F)cc1)C1CCS(=O)(=O)C1 (centres undefined)	-0.3	20.0	-1.5	-0.7	8.0	93.4	102.7	1.0	-0.7
C#CCOCCOCCOCCNc1nc(N2CCN(C(=O)[C@H]([C@@H](C)CC)n3cc(CCCN=C(N)N)nn3)CC2)nc(N2CCN(C(=O)[C@H](CCCCN)n3cc(CCCC)nn3)CC2)n1	-0.7	34.3	-0.6	5.0	5.1	103.5	102.5	0.0	2.8
COc1ccc(C(CNC(=O)COc2ccc(Br)cc2F)N2CCCC2)cc1 (centres undefined)	-0.7	-4.0	4.1	-9.1	-0.6	109.8	116.0	0.0	-6.6
CC1(C)C(c2cccs2)=[N+]([O-])C2(CCCCC/C2=N\NC(N)=S)N1O (centres undefined)	-2.3	5.0	0.5	8.4	6.0	92.7	93.6	1.0	6.7
COc1ccc(C2C(C(=O)c3cccs3)=C(O)C(=O)N2c2nncs2)cc1 (centres undefined)	-85.1*	8.4	2.4	160.7*	113.5*	92.7	97.6	1.0	139.4*
Nc1nnc(-c2cc3ccccc3oc2=O)s1	-1.8	3.0	3.0	4.1	-4.5	98.0	100.1	0.0	3.6
Cc1ccc2nc(-c3ccccn3)c(Nc3ccccc3C)n2c1	1.6	9.4	2.0	5.8	-0.9	92.7	92.4	84.0*	5.7
CC(C)(C)C(=O)N(CCN(C(=O)C(C)(C)C)c1ccccc1)c1ccccc1	0.9	13.2	0.0	2.9	5.8	103.7	102.1	1.0	2.4
CC(C)OCCCNC(=O)C(NS(=O)(=O)c1ccc2c(c1)c(=O)n(C)c(=O)n2C)c1ccccc1 (centres undefined)	-1.2	37.9	-1.3	5.3	3.7	92.4	100.0	3.0	5.7
O=C(NCc1ccc(Cl)cc1)c1ccc(Br)o1	-1.7	-5.0	0.9	2.6	-8.4	92.6	98.5	1.0	2.2
CCc1c(C)nc(SCC(=O)N2CC(C)OC(C)C2)[nH]c1=O (centres undefined)	-4.8	-9.7	-3.9	-3.8	1.8	110.6	104.9	1.0	3.4
O=C1C(=C(c2ccccc2)c2ccccc2)Nc2ccccc21	-1.2	7.9	4.0	-0.4	4.3	96.5	95.1	0.0	3.4
CSc1nsc(SC)c1NC(=O)OCc1ccccc1	1.4	-1.1	-3.5	-1.6	6.6	89.8	104.3	5.0	5.3
O=C(COC(=O)Cc1ccccc1F)Nc1ccc2[nH]c(=O)[nH]c2c1	0.7	31.8	-0.6	-2.7	4.7	102.0	103.9	0.0	-3.3
Cn1c2c(c(=O)n(C)c1=O)C(CC(=O)Nc1ccc(F)cc1)C(=O)N2 (centres undefined)	-0.2	-5.2	0.4	11.2	7.5	94.1	95.6	0.0	9.8
COC(=O)c1ccc(-c2noc(CN3CCCCC3c3nccn3C)n2)cc1 (centres undefined)	1.6	0.6	0.7	-6.8	4.6	105.2	111.5	2.0	2.5
C=CCn1c(NC(=O)c2ccc(C)cc2)c(C#N)sc1=N	/	-14.4	-0.2	-15.5	1.4	82.8	/	1.0	-12.0
CCC1c2ccc(C)n2CCN1C(=O)Nc1ccc(F)cc1 (centres undefined)	-0.7	3.0	-5.8	42.3*	24.5	109.6	100.6	0.0	45.5*
CCOC(=O)c1ccc(NC(=O)c2nc[nH]c2C(=O)NCCCCCNC(=O)OC(C)(C)C)cc1	2.9	-20.2	-29.0	10.3	-1.9	116.8	101.3	2.0	4.1
O=C(COc1ccccc1F)NC1CCN(Cc2ccccc2)CC1	2.7	4.3	3.4	-1.1	7.0	98.8	98.0	2.0	1.8
COC(=O)NCc1ccc(Cl)c(Cl)c1	-1.0	9.4	-1.0	4.6	-1.3	89.4	86.5	1.0	4.3
COc1ccc(NC(=O)c2ccccc2NS(C)(=O)=O)cc1OC	-2.7	-0.2	1.8	3.4	-4.0	92.0	99.8	7.0	1.8

Looked up above.
Reading for `O=C(CSc1n[nH]c(-c2ccco2)n1)Nc1ccccc1Cl` under GLD-1 TGE inh: 2.3
Reading for `C/C(O)=c1/ccc2cccc3nc(C)nc1c23` under AGP1-GFP MLPCN: 92.6

(continued)
SMILES	MEX-5 binding	VLA-4 inh	Fam108B inh	MCL1-BIM inh	GLD-1 TGE inh	CIT2 TOR yeast	AGP1-GFP MLPCN	GRK2 aptamer HTS	BCLXL inh
Cc1cc(C)cc(N(CC(=O)Nc2ccc(Br)cc2)S(=O)(=O)c2c(C)[nH]c(=O)[nH]c2=O)c1	/	2.2	-2.9	6.8	-1.0	95.3	98.0	2.0	6.9
Cc1nn(C2CCS(=O)(=O)C2)c(C)c1CN(C)C(=O)c1cccc(Cl)c1 (centres undefined)	/	-29.2	/	-1.5	-0.4	95.5	95.8	2.0	2.7
CSc1ccc(S(=O)(=O)N2CCC(C(=O)N3CCOCC3)CC2)cc1	-0.2	-18.9	-2.3	4.1	1.8	100.5	98.2	4.0	3.3
O=c1cc(-c2ccc(O)c(O)c2)oc2cc(O)c([C@@H]3O[C@H](CO)[C@@H](O)[C@H](O)[C@H]3O)c(O)c12	/	11.7	/	/	-1.3	94.5	94.4	1.0	/
O=C(Cc1ccccc1)NC1(Cc2ccc(O)cc2)CCCCC1	1.6	0.1	5.4	-2.6	-1.8	102.2	97.2	1.0	5.7
CSc1nc2c(cnn2-c2ccc(C)c(C)c2)c(=O)[nH]1	-2.0	17.9	-2.3	2.7	-5.8	91.4	105.9	0.0	3.3
c1ccc2c(c1)[nH]c1c(NCC3CCCO3)ncnc12 (centres undefined)	-0.7	-6.6	2.4	4.0	-0.3	99.4	100.4	1.0	2.3
Cc1nn(-c2ccccn2)c2c1-c1nc(N)ncc1CC2	-0.9	14.6	-2.3	-1.3	-8.1	103.2	105.9	0.0	2.2
CCC1=C(C(=O)OC)C(c2cc(OC)ccc2OC)C(C#N)=C(N)O1 (centres undefined)	-1.2	9.0	-1.9	1.0	0.2	92.2	119.5	0.0	3.1
O=C(Nc1cn(-c2ccccc2)nc1-c1cccs1)c1ccco1	-2.5	2.1	-3.5	-6.5	-0.7	90.0	91.4	0.0	-1.1
COc1ccc(-n2c(=S)[nH]c3c(oc4ccccc43)c2=O)cc1	0.9	11.2	0.1	5.7	3.2	90.2	88.6	2.0	12.4
